# Lung fibro prol: blocks proliferation of human lung fibroblasts; actives 1.1% (n = 85,000); viability, % at 10 µM; LL 47 human lung fibroblast viability, ATP luminescence; hits give low values;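 active = viability at or below 50% in the single dose screen; inactive = viability above 50%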;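 also: compound exposure lasted 72 h before the ATP readout; 100% = median luminescence of untreated cell-only wells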
#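 material = human LL 47 lung fibroblast cells | dosing = compounds added from tenfold dosing solution, 0.1% DMSO final | timing = overnight cell rest, 72 h compound treatment at 37 °C | measured by = CellTiter-Glo luminescence measuring cellular ATP | evaluation = % viability versus median cells-only luminescence | control set = cell-only wells, no compound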
# HUVEC prolif 384: human endothelial cell proliferation inhibition. HUVEC proliferation, CellTiter-Glo luminescence, 72 h; hits give low values. viability, % at 10 µM (by protocol). actives 1.1% (n = 86,000);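 active = viability at or below 30%; inactive = viability above 30%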;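 also: 100% = median luminescence of DMSO-only cell control wells on each plate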
# CYP2C19 activ: increases human CYP2C19 enzyme activity. recombinant CYP2C19, luciferin-H EGE luminescence; hits give high values; 0 = fully inhibited enzyme, 1 = untreated enzyme. activation factor at 5 µM. P33261. 96,000 tested, under 10 active;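 active = activation factor of at least 2 at 5 µM in the primary screen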;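 also: 0 = wells with 2.5 mM tranylcypromine and 1 = vehicle-only wells; values of inactives mirror those of a sister screen read the other way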
# Target sequence (P33261 whole entry, looked up): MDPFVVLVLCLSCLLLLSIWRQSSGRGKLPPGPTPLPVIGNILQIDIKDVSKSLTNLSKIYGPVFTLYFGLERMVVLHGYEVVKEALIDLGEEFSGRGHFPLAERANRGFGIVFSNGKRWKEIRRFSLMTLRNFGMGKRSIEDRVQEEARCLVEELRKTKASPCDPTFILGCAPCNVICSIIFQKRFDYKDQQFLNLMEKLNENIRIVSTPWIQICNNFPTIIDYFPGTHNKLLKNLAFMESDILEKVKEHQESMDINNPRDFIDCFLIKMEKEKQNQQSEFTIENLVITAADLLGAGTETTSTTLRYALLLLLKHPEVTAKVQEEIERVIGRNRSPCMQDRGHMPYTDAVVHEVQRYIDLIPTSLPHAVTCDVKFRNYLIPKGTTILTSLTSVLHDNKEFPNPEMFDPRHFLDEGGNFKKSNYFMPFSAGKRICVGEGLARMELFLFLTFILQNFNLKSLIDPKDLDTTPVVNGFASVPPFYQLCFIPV
# CD11b adhes enh: enhancers of human CD11b/CD18 binding to fibrinogen; K562 CD11b/CD18 adhesion to fibrinogen, ATPlite luminescence; P05107+P11215; activation, % at 10 µM; actives 0.07% (n = 93,000); AID 1499;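 active = 10 µM primary screen giving 50% or more activity, confirmed by 40% or more on retest at that dose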; also: strong numbers were not always called active
# ERa SRC1 inh: ER-alpha (human) coactivator binding inhibition; P03372; TR-FRET ER-alpha LBD / SRC-1 peptide, estradiol-bound; inhibition, % at 25.6 µM; actives 1.7% (n = 86,000); AID 629; in the data active = inhibition above about 50%;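 also: 0% = receptor plus peptide control and 100% = peptide only without receptor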
# Target sequence (P03372 whole entry, looked up, the tested form may be a part): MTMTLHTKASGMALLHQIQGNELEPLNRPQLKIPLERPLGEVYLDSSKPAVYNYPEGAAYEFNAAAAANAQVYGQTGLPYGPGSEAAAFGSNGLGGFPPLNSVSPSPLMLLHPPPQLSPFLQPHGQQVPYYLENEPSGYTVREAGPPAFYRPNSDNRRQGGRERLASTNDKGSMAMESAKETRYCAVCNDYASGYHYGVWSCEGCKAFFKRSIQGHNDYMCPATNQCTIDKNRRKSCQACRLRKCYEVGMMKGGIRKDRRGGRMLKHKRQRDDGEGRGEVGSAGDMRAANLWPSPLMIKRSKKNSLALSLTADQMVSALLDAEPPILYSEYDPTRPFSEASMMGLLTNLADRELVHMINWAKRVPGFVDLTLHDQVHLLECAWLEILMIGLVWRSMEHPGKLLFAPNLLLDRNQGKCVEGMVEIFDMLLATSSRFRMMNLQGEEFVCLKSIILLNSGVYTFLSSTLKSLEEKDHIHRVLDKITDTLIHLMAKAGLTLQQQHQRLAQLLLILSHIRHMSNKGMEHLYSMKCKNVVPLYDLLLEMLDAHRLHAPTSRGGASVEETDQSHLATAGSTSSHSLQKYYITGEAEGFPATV
# CD11b adhes inh: CD11b/CD18-fibrinogen binding inhibition; P05107+P11215; K562 CD11b/CD18 adhesion to fibrinogen, ATPlite luminescence; Mn2+ added to activate the integrin; inhibition, % at 10 µM; actives 0.54% (n = 93,000);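 active = primary inhibition of 50% or more at 10 µM, then 40% or more on retest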; also: some results filed as inactive read as strong as hits
# ERa coact pot: enhances coactivator binding to human estrogen receptor alpha; TR-FRET ERalpha-LBD/SRC-Cy5 coactivator binding, 2 h; 100 = basal binding, no effect; actives 1.3% (n = 86,000); AID 639; coactivator binding (% of control), % at 25.6 µM; P03372; in the data active = activity above about 200%;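 also: binding measured in presence of low estradiol as agonist stimulus; 0% = peptide alone without receptor and 100% = receptor with peptide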
# H69AR growth 86K: growth inhibitors of human H69AR lung tumor cells | H69AR lung tumor viability, ATP luminescence, 72 h; hits give low values | viability, % at 10 µM | actives 6% (n = 85,000) | AID 598;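 active = viability at or below 40%; inactive = viability above 40%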;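 also: multidrug resistant small cell line overexpressing MRP-1 efflux transporter; 100% = mean luminescence of untreated control wells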
# CYP2C19 inh: inhibitors of human CYP2C19 | actives 21% (n = 96,000) | inhibition, % at 5 µM | CYP2C19 Supersomes, luciferin-H EGE luminescence, 30 min;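 active = CYP2C19 inhibition above a set limit at 5 µM in the primary screen, cut at about 50% in these data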;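 also: plate controls were negative control wells for no effect and 2.5 mM tranylcypromine positive control for full effect; values of inactives mirror those of a sister screen read the other way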
# Numbers without * were called inactive; . = no result given; [ ] = remark or other dose.
SMILES,Lung fibro prol,HUVEC prolif 384,CYP2C19 activ,CD11b adhes enh,ERa SRC1 inh,CD11b adhes inh,ERa coact pot,H69AR growth 86K,CYP2C19 inh
COc1ccccc1/C=c1\sc2nc(-c3cccs3)nn2c1=O,92,83,.,.,3,.,76[fluorescence artefact?],99,.
Cc1ccc(NC(=O)CCC(=O)NNC(=O)c2cccs2)cc1C,.,.,1,0,.,-7,.,.,5
COc1ccc(N2CCN(C(=O)c3ccc(OCC4CCCO4)cc3)CC2)cc1 (stereo not drawn),105,102,1.2,2,-29[fluorescence artefact?],34,120[fluorescence artefact?],99,-22
O=C(c1cccnc1)N1CCN(S(=O)(=O)c2ccc(S(=O)(=O)N3CCCC3)cc2)CC1,103,100,1,-6,-1[fluorescence artefact?],-12,131[fluorescence artefact?],95,0
COc1ccc(Cl)cc1S(=O)(=O)N1CCN(c2ccc(F)cc2)CC1,102,100,0,.,8,.,98,86,98*
O=C1OC(C(=O)Nc2nccs2)Cc2ccccc21 (stereo not drawn),.,.,0.6,-1,.,2,.,.,44
O=C1CC(=O)N(Cc2ccco2)C(=O)N1,.,.,1,1,.,-5,.,.,-3
CC(C)CCNC(=O)C1CCCN(S(=O)(=O)c2ccc(F)cc2)C1 (stereo not drawn),106,96,0.9,-4,-1,4,112,97,8
Cc1cc(S(=O)(=O)Nc2ccc3ccccc3c2)c(C)s1,72,55,0.1,-4,9[fluorescence artefact?],23,86,12*,93*
CC(=O)Nc1ccc(Oc2cnc3ccccc3n2)cc1,.,.,0.9,0,.,4,.,.,7
Cc1nn(Cc2ccccc2)c(C)c1NC(=O)c1cc(-c2ccc3c(c2)OCO3)on1,81,83,1.1,-2,16[fluorescence artefact?],-5,95,89,-12
CCOC(=O)c1cnn(-c2cc(Oc3cccc(C)c3)ncn2)c1N,.,.,1,-4,.,-1,.,.,-5
Cc1cccc(C)c1OCC(=O)Nn1c(C)nc2ccccc2c1=O,109,102,0.9,-1,5[fluorescence artefact?],-19,98,99,6
Cc1cc(C)n2nc(SC3CCCCN(C(=O)c4ccc(F)cc4)C3=O)nc2n1 (stereo not drawn),94,104,1,.,3,.,108[fluorescence artefact?],95,-2
C=C(C)Cn1c(SCC)nc2ccccc2c1=O,99,105,0.1,-2,10,-1,84,91,88*
COc1ccc(N(C(=O)C(C)C)S(=O)(=O)c2ccc(Cl)cc2)cc1,94,109,0,-6,-1,-13,87,85,97*
CCn1c(SCC(=O)Nc2ccc3c(c2)OCO3)nc2c1c(=O)n(C)c(=O)n2C,97,85,0.8,-1,4,-13,104,85,15
O=C(CN(c1ccc2c(c1)OCCO2)S(=O)(=O)c1ccccc1)Nc1ccc2c(c1)OCO2,98,56,0.7,-5,-10,8,101,71,27
O=S(=O)(c1ccccc1)N1CCN(Cc2cccc(Cl)c2)CC1,100,94,0.3,-5,1,2,87,88,70*
CC1CC(C)CN(c2nc3c(c(=O)n(C)c(=O)n3C)n2C)C1 (stereo not drawn),101,94,1,2,-4,-19,108,75,2
O=C(CSc1nnc(-c2ccccn2)n1Cc1ccccc1)Nc1ccc2c(c1)OCO2,99,54,1,11,38[fluorescence artefact?],4,136[fluorescence artefact?],14*,1
O=C(Nc1ccccc1C(=O)N1CCN(c2ccccc2)CC1)c1ccco1,100,93,0.4,0,-1,1,112,74,62*
COc1cccc(-n2nnnc2S(C)(=O)=O)c1,47*,45,0.8,0,0,29,122,1.1*,16
Cc1nc2ccc(NC(=O)Cc3ccsc3)cc2s1,107,108,0.8,-1,-2,14,99,90,21
CC1CCN(S(=O)(=O)c2ccc3[nH]c(=O)c(=O)[nH]c3c2)CC1,99,111,1,.,-1,.,100,104,0
CC(NC(=O)Cc1ccc(-c2ccccc2)cc1)c1ccccc1 (stereo not drawn),.,.,0.8,10,.,-11,.,.,22
Nc1nc(SCc2ccccc2)[nH]c(=O)c1-c1ccccc1,101,102,0.8,2,-7[fluorescence artefact?],-15,100,112,25
Cc1[nH]nc2c1C(c1cccnc1)N(c1ccc(Br)cc1)C2=O (stereo not drawn),93,97,.,.,-6,.,112,79,.
COc1ccccc1OCC(O)Cn1c(=N)n(Cc2ccccc2)c2ccccc21 (stereo not drawn),60,36,1,6,-17,23,106[fluorescence artefact?],51,1
O=c1cc(N2CCN(c3ccccc3F)CC2)[nH]c(=O)n1-c1ccc(Br)cc1,100,98,.,.,-7,.,137,95,.
O=C(c1ccccc1F)N1CCN(Cc2cccc(Cl)c2)CC1,99,107,.,.,-6,.,103,102,.
CC(C)CNC(=O)c1ccccc1NC(=O)c1ccc(CN2CCOCC2)cc1,100,102,0.8,6,-22,-16,90,83,22
COCCn1c(-c2ccccc2)nc2oc3cc(OC)ccc3c(=O)c2c1=O,105,101,0.9,.,25,.,81[fluorescence artefact?],90,14
CCOc1cc(C2C(C(=O)OC)=C(C)N=C3SCCC(=O)N32)ccc1OC(C)=O (stereo not drawn),103,98,0.6,.,-1,.,107,88,35
CCOC(=O)N1CCN(C(=O)COc2ccc(Br)cc2Cl)CC1,.,100,0.1,-2,0,-1,91,107,86*
C=CCc1c(C)nn(CC(=O)O)c1-c1ccccc1,99,95,1,-3,2,0,128,93,-5
CCc1nnc(NC(=O)CCN2C(=O)CCC2=O)s1,106,97,1.1,-1,10,-10,102,96,-11
O=C(Nc1ccon1)c1sc2cc(F)ccc2c1Cl,99,92,.,.,16[fluorescence artefact?],.,193[fluorescence artefact?],70,.
Cc1ccc(S(=O)(=O)NCC(=O)N2CCCC2)cc1,94,100,1,-4,0,3,94,102,4
CCOC(=O)N1CCC(NC(=O)c2cc(S(=O)(=O)N3CCC4(CC3)OCCO4)ccc2F)CC1,96,102,1,-2,-2,8,112,90,-1
CCOC(=O)c1sc(NC(=O)c2ccco2)nc1-c1ccccc1,107,122,1.2,0,6[fluorescence artefact?],-39,271*[fluorescence artefact?],79,-15
COc1cccc(CNC(=O)C2CCCN(S(=O)(=O)c3cnc[nH]3)C2)c1 (stereo not drawn),103,99,0.1,-6,-9,-8,128,95,92*
CCOC(=O)c1oc2cc(O)c(CC)cc2c(=O)c1-c1ccc2c(c1)OCCO2,96,120,0.7,4,8,-9,118[fluorescence artefact?],52,34
CC(C)CN(C(=O)COC(=O)C1c2ccccc2Oc2ccccc21)C1CCS(=O)(=O)C1 (stereo not drawn),98,84,0.6,-2,-9,3,100,82,37
COC(=O)CC1C(=O)NCCN1C(=O)c1ccccc1 (stereo not drawn),103,96,1.1,-1,-6[fluorescence artefact?],-16,103,112,-7
CCCCn1c(SCC(=O)NCC2CCCO2)nc2ccc(N3CCOCC3)cc2c1=O (stereo not drawn),95,95,0.7,2,7,20,98[fluorescence artefact?],87,34
COc1ccc(N2CCN(Cc3nc4ccccc4c(=O)[nH]3)CC2)cc1,89,89,1.1,5,2,-26,101,84,-6
Cc1c(Cl)cccc1NC(=O)COc1ccc(S(=O)(=O)N2CCOCC2)cc1,97,83,0.9,-1,-1,-4,107,79,11

# Quoted at random: 2 compounds from above
SMILES,Lung fibro prol,HUVEC prolif 384,CYP2C19 activ,CD11b adhes enh,ERa SRC1 inh,CD11b adhes inh,ERa coact pot,H69AR growth 86K,CYP2C19 inh
COc1cccc(-n2nnnc2S(C)(=O)=O)c1,47*,45,0.8,0,0,29,122,1.1*,16
Cc1cc(C)n2nc(SC3CCCCN(C(=O)c4ccc(F)cc4)C3=O)nc2n1 (stereo not drawn),94,104,1,.,3,.,108[fluorescence artefact?],95,-2

# Going on with the list:
SMILES,Lung fibro prol,HUVEC prolif 384,CYP2C19 activ,CD11b adhes enh,ERa SRC1 inh,CD11b adhes inh,ERa coact pot,H69AR growth 86K,CYP2C19 inh
O=C(O)c1cn(C2CC2)c2cc(N3CCOCC3)c(F)cc2c1=O,86,94,.,.,19,.,109,73,.
COc1ccc(C2/C(=C(\O)c3ccc4c(c3)OCCO4)C(=O)C(=O)N2CCCN(C)C)cc1 (stereo not drawn),103,100,0.9,1,0[fluorescence artefact?],9,110,105,8
O=C(NCCN1CCOCC1)NC1(C(F)(F)F)Oc2ccccc2O1,88,70,1.2,-2,1[fluorescence artefact?],-10,617*[fluorescence artefact?],18*,-18
COc1cc(NS(C)(=O)=O)c(OC)cc1NC(=O)c1ccccc1,90,98,1.1,6,33[fluorescence artefact?],-17,80,88,-9
COc1ccc(N(CC(=O)NCCSC(C)(C)C)S(C)(=O)=O)c(OC)c1,105,97,1,.,0,.,92,101,4
c1ccc(-c2nc(NCCCN3CCOCC3)c3ccccc3n2)cc1,99,83,0.8,4,-29,-10,126,26*,24
CCOc1ccc(N(Cc2cc3cc(OC)ccc3[nH]c2=O)C(=O)C2CCCO2)cc1 (stereo not drawn),111,98,0.8,-6,9,-2,101,88,20
COc1ccc(S(=O)(=O)N2CCCCC2)cc1C(C)C,93,103,0.7,5,3,-7,109,80,31
COc1ccc(C2SCC(=O)N2CC23CC4CC(CC(C4)C2)C3)cc1 (stereo not drawn),93,77,1.1,0,-1,19,100,93,-6
Cc1cc(C)c2nc(NC3=NCN(CCN4CCOCC4)CN3)nc(C)c2c1,87,96,1,4,-5,38,102,.,-3
C=C(C)c1cccc(C(C)(C)NC(=O)N2CCN(CC(N)=O)CC2)c1,105,98,1.1,-3,-15,-5,90,85,-11
O=C(CNS(=O)(=O)c1cccs1)N1CCc2ccccc2C1,101,106,0.5,.,5[fluorescence artefact?],.,123,97,53*
CCn1c2ccccc2c2nnc(SCC(=O)Nc3ccc4c(c3)OCO4)nc21,100,73,1,0,50*,-14,102[fluorescence artefact?],93,-1
O=S(CCc1ccncc1)Cc1ccccc1 (stereo not drawn),98,105,0.2,0,-5,-13,104,96,85*
O=C(COC(=O)c1ccccn1)Nc1ccc(S(=O)(=O)N2CCOCC2)cc1,99,97,1.1,3,-3,-6,103,89,-12
CCN1C2=NCCCN2c2ccccc21,94,93,1,1,3[fluorescence artefact?],-12,121,94,-3
Cc1ccccc1CN(c1ccc(C(=O)NCCC2=CCCCC2)cc1)S(C)(=O)=O,95,93,0.9,-2,2,-6,103,99,7
COc1cc(C(=O)NCc2ccc3c(c2)OCO3)ccc1OCc1c(C)noc1C,98,100,1,-1,-3,12,116,99,5
CCCCOC(=O)Nc1ccc(C(=O)OC)cc1,113,105,0.6,-4,-2,0,96,99,42
CC(C)(C)OC(=O)NCC(=O)N1CCC(C(=O)O)CC1,103,95,1,0,-10,-12,123,91,-2
CCN(CCCNC(=O)CC1Oc2ccc(C)cc2NC1=O)Cc1ccccc1 (stereo not drawn),99,110,1,3,-1,20,104,85,-4
COC(=O)c1sccc1NC(=O)c1cc(-c2ccc(C)cc2)nc2ccccc12,.,.,1.1,21,.,16,.,.,-15
COC(=O)Cn1c(C)nc2c(sc3nc(C)cc(C)c32)c1=O,98,91,0.9,-3,-11,2,91[fluorescence artefact?],104,15
Cc1onc(-c2ccccc2Cl)c1C(=O)NCc1ccc(N2CCCC2=O)cc1,97,105,0.5,3,7,-9,97,89,53*
COc1ccc2cc3c(N)nn(C(=O)Cc4ccccc4OC)c3nc2c1,68,28*,0.2,28,36[fluorescence artefact?],18,100[fluorescence artefact?],46,78*
O=C(CSc1ncn[nH]1)c1ccco1,100,105,.,.,7,.,100,100,.

# ERa SRC1 inh: what is marked active above.
Molecule	CYP2C19 activ	CD11b adhes enh	ERa SRC1 inh	CD11b adhes inh	ERa coact pot	CYP2C19 inh
CCn1c2ccccc2c2nnc(SCC(=O)Nc3ccc4c(c3)OCO4)nc21	1	0	50*	-14	102[fluorescence artefact?]	-1

# Bioassay records: PubChem BioAssay, several laboratories

# Not a hit list; any-hit rate near 26%.
